p53ts 32C kill – cytotoxicity in p53ts cells at permissive temperature. H1299-p53A138V at 32C, ATP luminescence viability, 24 h. Potency, µM (titrated, usually from 46.1 µM), for inactives: at the highest dose activity change, negative = cytotoxicity, actives largely listed as cytotoxic. hit rate 0.93% among 130,000. AID 924;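 note: 0% = DMSO and -100% = full killing by reference compound; nearly all actives have a fitted effect of over 55% in size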
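Cells: H1299 p53ts (A138V), 600/well, pre-incubated 16–30 h at 37C. Cpd up to 46 uM, 24 h, 32C. Readout: ATPlite luminescence, 20 min RT. Normalization: DMSO vs tamoxifen 100 uM. AC50 by Hill equation.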
p53ts 39C tox – cytotoxicity in p53ts cells at nonpermissive temperature | hit rate 1.5% among 130,000 | Potency, µM (doses to about 46.1 µM), without a hit: top-dose activity change, negative = cell killing, actives largely listed as cytotoxic | AID 902 | H1299-p53A138V viability at 39C, ATP luminescence, 24 h; note: nearly all actives have a fitted effect of over 55% in size
IkB signaling – inhibitors of IkB signaling in ABC-DLBCL cells. ABC-DLBCL IkBa-CBG/CBR dual luciferase ratio, 4 h; response scale: scaled: untreated 0%, proteasome inhibitor 100%. Potency, µM (doses to about 57.1 µM), for inactives: top-dose IkBa stabilization activation. hit rate 0.04% among 110,000. AID 445; active = well fitted curve in the direction sought with a large enough effect in the signal ratio, not every such curve was filed as active; inconclusive = small, poorly fitted or top-dose-only effect, or a change in a side signal; the % refers to the signal ratio;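 note: the direction sought is a rising ratio; 0% = basal untreated cells and 100% = reference inhibitor full response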
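Curves were fitted separately to fusion (green), unfused (red) and ratio luminescence, then classed by r2, magnitude and activity. Cells: OCI-Ly3, 4 h compound plus doxycycline at 37C; 10 uM MG-132 defined full response.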
Imprint erasure – genomic imprint erasure induction; hit rate 0.02% among 110,000; AID 1948; mouse ES Peg3-LacZ reporter, beta-gal luminescence, 40 h; Potency, µM (highest dose often 60.7 µM), for inactives: at the top dose activity change, positive = activation, hits mostly activators;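 note: 0% = negative control wells on the plate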
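Imprint erasure is scored as LacZ activity from the silenced maternal Peg3 allele in feeder-free female ES cells cultured 40 h with LIF. Luminescence is normalized to in-plate negative controls and fitted to the Hill equation.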
The depositor's hits bear a star; u = inconclusive; x = no result given; & = joins results of further samples; [ ] = remark or other dose. Unless noted, calls come from the whole dose curve; as a rule, active = well fitted curve in the direction sought with a large enough effect; inconclusive = small, poorly fitted or top-dose-only effect, or another doubt; inactive = no such curve, though single readings can be large; an effect the other way counts as inactive or inconclusive. Unless noted, % is set by controls: 0 for no effect and ±100 for the full control effect; potency is the fitted concentration of half-maximal effect. Outcome played no part in choosing rows. Share with any hit: about 1.7%.

SMILES | p53ts 32C kill | p53ts 39C tox | IkB signaling | Imprint erasure
O=C(Cc1cccs1)N1CCN(c2nc(-c3ccc(Cl)cc3)cs2)CC1 | 4% | 1% | u | -15%
O=C(CCn1cnc2onc(-c3ccc(F)cc3)c2c1=O)N1CCN(c2cccc(Cl)c2)CC1 | 5% | -26% | u | -8%[10.9 µM]
CCc1nn(CCCC(=O)NCc2ccc(OC)c(OC)c2)c(=O)c2cc3occc3n12 | -3% | -8% | 0.5% | -12%[10.9 µM]
Cc1cc(C)n(CCCNC(=O)c2ccc3c(c2)NC(=O)CS3)n1 | 1% | -2% | 0.1% | -4%
CCOC(=O)N1CCC(NC(=O)CCc2c(C)nc3ncnn3c2C)CC1 | -5% | 10% | -1.5% | 3%
COc1ccc(N2C(=O)CC(n3c(CCCCO)nc4ccccc43)C2=O)cc1 (stereo unspecified) | 9% | 12% | -0.6% | -6%
CCC1(C(=O)O)NC(c2cc(OC)ccc2O)C2C(=O)N(Cc3ccccc3)C(=O)C21 (stereo unspecified) | -3% | 1% | 1.5% | 3%
COC(=O)C1=C(C)N(Cc2ccccc2)c2c(C(=O)OC)c(C(=O)OC)c(C(=O)OC)c(=O)n2C1c1ccccc1 (stereo unspecified) | 0%&8%[9.22 µM] | 2%&8%[9.22 µM] | x | x
COC(=O)C1CCN(c2cc(=O)n(-c3ccccc3Cl)c(=O)[nH]2)CC1 | 2% | 15% | -1.6% | 0%
COc1cccc(NC(=O)C2CCCN2S(=O)(=O)c2ccc3c(c2)n(C)c(=O)c(=O)n3C)c1 (stereo unspecified) | 2% | 8% | 2.1% | -7%[10.9 µM]
COc1ccc(CCNC2CC(=O)N(CCc3ccc(OC)c(OC)c3)C2=O)cc1OC (stereo unspecified) | 2% | 0% | -2.9% | 7%
COc1ccc(N2C(=O)CC(Sc3nc(C)c4c(n3)CCCC4)C2=O)cc1 (stereo unspecified) | 4% | 8% | -3.0% | -20%
CN(C)c1nc(-c2cccc(NS(C)(=O)=O)c2)nc2ccccc12 | -4% | -11% | -1.7%[11.4 µM] | -13%
O=C(O)c1cccc(N2C(=O)c3cccnc3C2=O)c1 | 2% | -4% | 0.4% | -1%
COc1ccc(CCNC(=O)CSc2nnc(Cc3csc(N)n3)n2C)cc1OC | 1% | 8% | -1.3% | -12%
CCOC(=O)c1c(C)[nH]c(C)c1S(=O)(=O)N1CCC(C(=O)NCc2ccccc2Cl)CC1 | 7% | -19% | 0.2% | -8%[10.9 µM]
O=S(=O)(c1ccc(S(=O)(=O)N(Cc2cccs2)CC2CCCO2)cc1)N1CCCCC1 (stereo unspecified) | 14% | -5% | 1.6% | -9%
CCC(C)(C)n1nnnc1CN1CCC(NC(=O)c2ccccc2C)CC1 | 4% | 9% | x | x
O=C(O)Cn1nc2ccccc2n1 | 4% | 9% | 1.0% | -4%
COC(=O)C1=C(C)NC(C)=C(C(=O)OC)C1c1ccccn1 | 0% | 17% | 0.0% | 5%
CCCOc1ccc2c3c(c(=O)oc2c1OCCC)CCC3 | 22% | 9% | u | -18%
O=C1CC(Cc2ccccc2)C(=O)N1Cc1ccco1 (stereo unspecified) | -1% | 9% | 10% | -20%
Cc1ccc(C)c(N2CCN(c3c(CN4CCCC4)c(=O)oc4ccccc34)CC2)c1 | -1% | -14% | u | -5%[10.9 µM]
COc1ccc(N2C(=O)C(CC(=O)Nc3ccc(F)cc3)N(CCC3=CCCCC3)C2=O)cc1 (stereo unspecified) | 0% | -15% | u | -13%[10.9 µM]
COc1ccccc1-c1noc(CCCC(=O)Nc2cccc(C(F)(F)F)c2)n1 | 6% | -13% | 1.7% | -13%[10.9 µM]
COc1ccc2nc(SCC(=O)N3CCN(c4ccc(F)cc4)CC3)c(C#N)cc2c1 | 2% | 11% | x | x
COc1ccc(C(C(=O)NC2CCCCC2)N2CCC3(CC2)OCCO3)cc1 (stereo unspecified) | -1% | -16% | -1.3% | -17%
COC(=O)c1sc(S(=O)(=O)N2CCC(C)CC2)c(C(=O)OC)c1C | 4% | -5% | -0.2% | -10%
COc1ccc2nc(NC(=O)C3CCCN3S(=O)(=O)c3ccc(C)cc3)sc2c1 (stereo unspecified) | -17% | -15% | u | -10%
CCC(Nc1ccc(-c2nc(-c3cccnc3)no2)cc1[N+](=O)[O-])c1ccccc1 (stereo unspecified) | 7% | 3% | 0.5% | -12%[10.9 µM]
O=C(O)C1CC(=O)N(c2ccc(F)cc2)C1 (stereo unspecified) | 12% | 12% | -1.8% | -8%
O=C(C1COc2ccccc2O1)N1CCN(Cc2ccc3c(c2)OCO3)CC1 (stereo unspecified) | -12% | -6% | u | -15%
CCOc1ccc(Oc2nc(NCC(C)C)nc(N3CCOCC3)n2)nn1 | -2% | 20% | -1.3% | -6%[10.9 µM]
CC(=O)N(Cc1cc2ccc(C)c(C)c2n2nnnc12)C1CCCC1 | -4% | 0% | 0.1% | 8%
COC(=O)NC(CC(C)=O)c1ccc(F)cc1 (stereo unspecified) | -2%[9.22 µM] | -1%[9.22 µM] | x | x
N#Cc1c(N)nc2c(c1-c1cccnc1)CCCCC2 | 13% | 10% | -0.9% | 12%

Continued, starting with the last five of the part before.
SMILES | p53ts 32C kill | p53ts 39C tox | IkB signaling | Imprint erasure
O=C(C1COc2ccccc2O1)N1CCN(Cc2ccc3c(c2)OCO3)CC1 (stereo unspecified) | -12% | -6% | u | -15%
CCOc1ccc(Oc2nc(NCC(C)C)nc(N3CCOCC3)n2)nn1 | -2% | 20% | -1.3% | -6%[10.9 µM]
CC(=O)N(Cc1cc2ccc(C)c(C)c2n2nnnc12)C1CCCC1 | -4% | 0% | 0.1% | 8%
COC(=O)NC(CC(C)=O)c1ccc(F)cc1 (stereo unspecified) | -2%[9.22 µM] | -1%[9.22 µM] | x | x
N#Cc1c(N)nc2c(c1-c1cccnc1)CCCCC2 | 13% | 10% | -0.9% | 12%
Cn1c(N)c(C(=O)COC(=O)c2cc(C(F)(F)F)nc3ccccc23)c(=O)n(C)c1=O | -7% | -20% | x | 1%
Cc1ccc(Cl)cc1N1CCN(S(=O)(=O)c2ccc3c(c2)oc(=O)n3C)CC1 | 8% | 12% | 1.6% | -9%
COc1ccc(NC(=O)c2c(NC(=O)c3cccc(C)c3)sc3c2CCC3)cc1 | 10% | 5% | u | -6%[10.9 µM]
CCOC(=O)CCCNC(=O)CCNC(=O)c1ccc(OCC)cc1 | 1% | 7% | 1.6% | 1%
COc1ccc(OCC(=O)NCC(c2ccc(OC)cc2)N2CCCCC2)cc1 (stereo unspecified) | 2% | -25% | -1.2% | -20%[10.9 µM]
CC(=O)c1ccc(NC(=O)C2=CC(c3cccs3)=NS(=O)(=O)N2C)cc1 | 5% | -11% | u | -2%[10.9 µM]
CNC(=O)CN1C(=O)C2C3C=CC(C3)C2C1=O (stereo unspecified) | -14% | 0% | -1.2% | -12%
CN(CCOc1ccc(C[C@H](Nc2ccccc2C(=O)c2ccccc2)C(=O)O)cc1)c1ccccn1 | -5% | -9% | u | -10%&-9%
COc1ccc(OC)c2sc(NC(=O)C3CC3)nc12 | -10% | -7% | 0.3% | -22%
COC(=O)COc1ccc(S(=O)(=O)NC2CCCCCC2)cc1 | 1% | 7% | 15% | -6%
COC(=O)Nc1ccc(S(=O)(=O)Nc2ccc(O)cc2)cc1 | -3% | 1% | x | x
CCOCCOC(=O)CCSc1n[nH]c(=O)[nH]c1=O | -9% | -2% | 1.6% | 7%
COC(=O)NCc1ccc(S(=O)(=O)N2CCOCC2)cc1 | 0% | 2% | 0.4% | 9%
Cc1ccc(CNC(=O)c2ccc3c(c2)c(C)c(C)n3Cc2ccccc2)o1 | -9% | -24% | -2.3% | -10%[10.9 µM]
CSCC[C@H](NC(=O)Nc1cccc(C(F)(F)F)c1)C(=O)O | 0% | 7% | 1.5% | -2%
CC(=O)c1cccc(NS(=O)(=O)c2ccc3[nH]c4c(c3c2)CCCCCC4)c1 | 4% | u | u | 9%[10.9 µM]
COc1ccc([C@@H]2Sc3ccccc3N(CCN(C)C)C(=O)[C@@H]2OC(C)=O)cc1 | -3% | -5% | 0.6% | -26%&-4%
CC(NCc1ccc2c(c1)n(C)c(=O)n2C)c1ccccc1 (stereo unspecified) | -1% | -3% | -0.1% | -17%[10.9 µM]
CCOC(=O)C1C2C=CC3(CN(Cc4cccs4)C(=O)C13)O2 (stereo unspecified) | 2% | 3% | 0.6% | 4%
O=Cc1c(Cl)cccc1Cl | -11%[1.84 µM] | -6% | -2.8% | -1%
COc1ccc(C(=O)NCc2ccccc2OC)cc1 | 7% | 5% | 2.9% | -18%
CCOC(=O)C1C(=O)C(C(=O)OCC)C(c2cccnc2)NC1c1cccnc1 (stereo unspecified) | -4% | -8% | 1.6% | -5%
CCN1C(=O)c2ccccc2Sc2ccc(NC(=O)Cc3ccc(OC)cc3)cc21 | -2% | -27% | u | -22%[10.9 µM]
Cc1ccc(NC(=O)CSc2nc3ccccc3nc2Cc2ccccc2)c(C)c1 | 2% | 19% | u | -11%[10.9 µM]

Some of these compounds in order of their number in IkB signaling, descending.
compound,IkB signaling
CCOCCOC(=O)CCSc1n[nH]c(=O)[nH]c1=O,1.6%
CCC1(C(=O)O)NC(c2cc(OC)ccc2O)C2C(=O)N(Cc3ccccc3)C(=O)C21 (stereo unspecified),1.5%
COC(=O)C1=C(C)NC(C)=C(C(=O)OC)C1c1ccccn1,0.0%
CC(NCc1ccc2c(c1)n(C)c(=O)n2C)c1ccccc1 (stereo unspecified),-0.1%
CNC(=O)CN1C(=O)C2C3C=CC(C3)C2C1=O (stereo unspecified),-1.2%
CCOc1ccc(Oc2nc(NCC(C)C)nc(N3CCOCC3)n2)nn1,-1.3%
COc1ccc(N2C(=O)CC(Sc3nc(C)c4c(n3)CCCC4)C2=O)cc1 (stereo unspecified),-3.0%

More entries
SMILES | p53ts 32C kill | p53ts 39C tox | IkB signaling | Imprint erasure
CN1CCN(c2ncc3ncc(=O)n(-c4ccccc4)c3n2)CC1 | 2% | -1% | -0.1%[11.4 µM] | -10%
Cc1ccc(-c2cc(C(=O)NC3=NCCS3)c3cc(Br)ccc3n2)o1 | 0% | -6% | u | -7%
COc1ccc(-n2nnc3c(=O)n(CC(=O)OCc4ccccc4)cnc32)cc1 | -3% | -2% | 3.8% | -4%
COc1cc(C(=O)NCCC2=CCCCC2)cc(OC)c1OC | 2% | 3% | 0.3% | -10%
Cc1ccc(C)c(Nc2cc(C(=O)NC3CCCCC3)c3ccccc3n2)c1 | 4% | 22% | -3.3% | -6%[10.9 µM]
CCn1ccc2cc(S(=O)(=O)N3CCCN(C(=O)Nc4cccc(SC)c4)CC3)ccc21 | -19% | u | -0.2% | -12%[10.9 µM]
CCOC(=O)NC(Nc1nnc(C)s1)(C(=O)OCC)C(F)(F)F (stereo unspecified) | 8% | 10% | 2.9% | -6%
COc1cc(NS(=O)(=O)c2cnc(N)nc2)cc(OC)c1 | -1% | -14% | 0.2% | 25%[10.9 µM]
CCn1c(SCC(=O)Nc2nc(C)cs2)nnc1-c1cccnc1 | -2% | -10% | 0.9% | -4%
Cc1ccc(C(=O)Nc2cc3c(cc2N2CCCC2)n(C)c(=O)c(=O)n3C)cc1 | -4% | -4% | -1.7% | -8%[10.9 µM]
COc1ccc(-c2cc(C(F)(F)F)nc(SCCC(=O)N3CCCC3)n2)cc1 | 11% | 2% | x | x
Cc1ccc(-c2nnc3n2N=C(c2ccccc2Br)CS3)cc1 | 53%[activator] | 27% | u | -23%
CCCSc1nsc(SCCC)c1C(N)=O | 2% | -3% | 0.0% | u
C=CCc1cc(C)ccc1OCC(O)CN1CCN(c2ccccc2)CC1 (stereo unspecified) | -22% | -23% | 1.2% | -12%
Cc1ccccc1Cn1c(CN2CCN(C(=O)c3ccco3)CC2)nc2c1c(=O)n(C)c(=O)n2C | 8% | 12% | 0.3% | -9%
CCc1nc2ccccc2n1CCC(C)C | 9% | 2% | -0.4% | -12%
Cc1ccccc1C(=O)Nc1cccc(C(=O)OCc2cc(=O)n3nc(C4CC4)sc3n2)c1 | -9% | -22% | u | -42%[inhibitor][10.9 µM]
N#CCCSc1ccccc1NC(=O)c1ccc(S(=O)(=O)N2CCCC2)cc1 | -8% | 3% | 3.7% | -12%
Cn1cnnc1-c1cccc(NS(=O)(=O)c2ccc(N3CCCC3=O)cc2)c1 | 4% | 4% | -1.2% | -6%
